Screens: PubChem, The Scripps Research Institute Molecular Screening Center
ADAM10 inh: inhibitors of human ADAM10 | O14672 | recombinant ADAM10, EDANS/DABCYL FRET peptide cleavage, 3 h | inhibition, % at 7 µM | 370,000 compounds, 0.62% hits | AID 720582;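 active = inhibition above a per-campaign cutoff equal to the mean of compounds falling between control-based bounds plus 3 SD, cut at about 20% in these data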;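 also: 0% = DMSO wells while the 100% control is not disclosed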
Tn7 DDE FP: inhibitors of Tn7 peptide binding to human fibrin DD(E). 370,000 compounds, 0.13% hits. P02675. inhibition, % at 8.3 µM. FP displacement of FITC-Tn7 peptide from fibrin DD(E); 0% = median of compound wells per plate;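 active = inhibition above the mean of compounds falling within the control limits plus 3 SD of them, cut at about 14% in these data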;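 also: 0% = plate median of compound wells and 100% = 10 µM Aha-Tn7 peptide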
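Measure: % inhibition scaled between sample-field median and high-control FP; Test system: human fibrin DD(E); Quantity: 2 µM final DD(E) protein; Doses: one dose, 8.3 µM nominal; Schedule: compound with protein 10 min, then 3 h after probe, room temperature; Detection: fluorescence polarization; Medium: Tris buffer with calcium and detergent, pH 7.8.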
SIAE primary: human SIAE inhibition, primary screen; SIAE FP-Rh probe binding, fluorescence polarization; 370,000 compounds, 0.69% hits; inhibition, % at 9.66 µM;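 active = inhibition above a cutoff: mean of compounds within the control limits plus 3 SD of those, cut at about 17% in these data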;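 also: 0% = plate median of compound wells and 100% = probe without SIAE protein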
PLCg1 inh: inhibitors of human phospholipase C gamma1; P19174; purified PLC-gamma1, fluorogenic substrate, fluorescence; inhibition, % at 12.2 µM; 370,000 compounds, 0.84% hits; AID 720700; in the data active = inhibition above about 9.5%
TDP2 absorb: TDP2 (human) inhibition, absorbance primary screen. O95551. recombinant TDP2, T5PNP hydrolysis, p-nitrophenol absorbance 415 nm. inhibition, % at 12.8 µM. 370,000 compounds, 0.34% hits. AID 720702;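 active = inhibition above the mean of all tested compounds plus 3 SD, set per campaign, cut at about 25% in these data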;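 also: 0% = DMSO with enzyme and 100% = buffer with substrate but no TDP2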
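System – recombinant human TDP2 · Quantity – TDP2 enzyme at 120 nM final · Doses – single concentration, 12.8 µM nominal, with 1% DMSO · Incubation – 2 h at 37 °C · Measured by – epi absorbance of p-nitrophenol freed from T5PNP by hydrolysis · Read-out – % inhibition relative to enzyme-containing and enzyme-free wells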
ASAP1 inh: inhibitors of human ASAP1 ArfGAP activity; inhibition, % at 16.5 µM; AID 624377; ASAP1-stimulated ARF1 GTP hydrolysis, GDP FP detection; Q9ULH1; 360,000 compounds, 0.19% hits; in the data active = inhibition above about 25%;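 also: 0% = vehicle with enzyme and substrate and 100% = no enzyme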
Target sequence (Q9ULH1 325-724 limits assumed): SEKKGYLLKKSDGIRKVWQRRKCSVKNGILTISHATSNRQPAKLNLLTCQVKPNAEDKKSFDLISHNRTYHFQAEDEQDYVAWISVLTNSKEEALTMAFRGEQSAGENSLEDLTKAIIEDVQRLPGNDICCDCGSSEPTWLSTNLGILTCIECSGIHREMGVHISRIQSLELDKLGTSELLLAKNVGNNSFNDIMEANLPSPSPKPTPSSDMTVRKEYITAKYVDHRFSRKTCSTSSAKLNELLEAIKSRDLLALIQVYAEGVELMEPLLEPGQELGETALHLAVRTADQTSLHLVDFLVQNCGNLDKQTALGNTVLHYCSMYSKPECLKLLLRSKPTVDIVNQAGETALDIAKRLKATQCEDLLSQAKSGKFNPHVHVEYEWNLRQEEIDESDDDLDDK
ARFGAP1 inh: inhibitors of rat ARFGAP1. 360,000 compounds, 0.26% hits. inhibition, % at 16.5 µM. Arfgap1-stimulated ARF1 GTP hydrolysis, GDP FP detection. Q62848;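 active = inhibition above a per-plate limit, mean inhibition of low control wells plus 3 SD, cut at about 25% in these data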;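 also: 0% = DMSO wells with enzyme and 100% = wells lacking Arfgap1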
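Material: rat Arfgap1 GAP domain (His6, aa 1-136), purified enzyme. Also added: human ARF1(Δ1-17)-GTP substrate. Compound dosing: 16.5 µM single point, 1.26% DMSO. Timing: enzyme reaction 120 min at 25 °C after 20 min preincubation. Signal: GDP detection by fluorescence polarization. Read-out basis: percent inhibition of GAP-stimulated GDP formation, scaled between DMSO and no-Arfgap1 medians.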
Tn6 DDE FP: disrupts Tn6 cyclic peptide binding to fibrin D-Dimer-E complex; 370,000 compounds, 0.21% hits; P02675; Fibrin DD(E) TRITC-Tn6 fluorescence polarization displacement; inhibition, % at 8.3 µM;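 active = inhibition above a per-campaign cutoff: mean of compounds within control limits plus 3 SD, cut at about 15% in these data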;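 also: 0% = median of all compound wells on the plate and 100% = blocking peptide control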
ADAM17 inh: ADAM17 inhibition, QFRET primary screen; P78536; recombinant ADAM17, EDANS/DABCYL FRET peptide cleavage; inhibition, % at 6.95 µM; 370,000 compounds, 0.83% hits;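 active = inhibition above the mean of compounds lying between control limits plus 3 SD, set per campaign, cut at about 8.5% in these data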;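 also: 0% = DMSO-only wells as the low control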
Target sequence (P78536 215-824 limits assumed): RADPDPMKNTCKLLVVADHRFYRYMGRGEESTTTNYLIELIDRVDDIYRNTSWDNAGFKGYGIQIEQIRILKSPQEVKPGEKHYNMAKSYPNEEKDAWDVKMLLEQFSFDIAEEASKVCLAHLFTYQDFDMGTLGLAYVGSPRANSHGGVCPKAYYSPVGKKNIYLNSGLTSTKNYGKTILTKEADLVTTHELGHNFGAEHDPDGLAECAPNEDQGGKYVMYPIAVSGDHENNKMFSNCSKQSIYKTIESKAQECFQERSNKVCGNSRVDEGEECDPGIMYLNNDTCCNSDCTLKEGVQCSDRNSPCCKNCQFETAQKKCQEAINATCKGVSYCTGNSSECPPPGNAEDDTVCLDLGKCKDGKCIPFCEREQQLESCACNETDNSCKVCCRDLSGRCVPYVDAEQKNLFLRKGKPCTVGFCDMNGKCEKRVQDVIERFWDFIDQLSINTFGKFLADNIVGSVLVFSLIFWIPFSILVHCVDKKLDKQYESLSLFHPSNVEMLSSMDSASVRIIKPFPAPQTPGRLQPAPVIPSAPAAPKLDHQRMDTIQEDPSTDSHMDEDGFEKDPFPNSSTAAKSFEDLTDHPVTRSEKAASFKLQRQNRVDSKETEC
PLCb3 inh: inhibitors of human phospholipase C beta3. Purified PLC-beta3, fluorogenic substrate, fluorescence. inhibition, % at 12.2 µM. 370,000 compounds, 0.18% hits. Q01970; in the data active = inhibition above about 11%;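 also: 0% = median of compound wells on plate and 100% = full blocker control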
The depositor's hits bear a star; . = no result given.

SMILES	ADAM10 inh	Tn7 DDE FP	SIAE primary	PLCg1 inh	TDP2 absorb	ASAP1 inh	ARFGAP1 inh	Tn6 DDE FP	ADAM17 inh	PLCb3 inh
Cc1ccc(Cc2nnc3n(-c4cccc(C)c4)nc(C(=O)c4ccccc4)n3c2=O)cc1	-7	0	-4	-2	8	5	3	-11	-4	-3
O=C(O)c1ccccc1OCCOc1ccccc1C(=O)O	-9	3	9	-2	13	5	2	9	-5	-1
Nc1nc2ncc(C(=O)c3cc(Cl)cc(Cl)c3O)cc2s1	-28	-4	-4	-25	-9	-6	3	-1	-7	-53
CC1CCN(Cc2ccc(-c3nnn(CC(=O)NC4CCCCC4)n3)cc2)CC1	-3	-7	-6	1	1	-1	17	-7	-3	1
COc1ccc(CCNC(=O)c2cc3c(=O)n4cccc(C)c4nc3n(CCCN3CCOCC3)c2=N)cc1	-251	9	3	-55	15	9	-7	0	-84	-92
COc1nccc(Nc2ccccc2)c1C#N	2	4	-5	-25	-17	28*	1	12	-2	-28
O=C(c1ccco1)N1N=C(c2cccs2)CC1c1ccccc1O (stereo not drawn)	-277	1	6	-141	11	-6	10	-2	-83	-209
CCN(CC)C(=O)Cn1cc(C(=O)C(=O)NCc2cccs2)c2ccccc21	-2	5	5	-2	-6	-12	-6	5	-1	-5
O=C(CCCNC(=O)c1ccc(Cl)cc1)Nc1ccccc1F	7	-4	-6	3	-18	-5	3	-4	-4	0
Cc1cccc(C)c1NC(=O)C(c1cc2ccccc2o1)N1CCN(C)CC1 (stereo not drawn)	-9	-3	-4	1	4	9	0	4	-7	1
Cc1cccc(C)c1NC(=O)C(c1ccc([N+](=O)[O-])cc1)N(C)C(=O)c1ccccn1 (stereo not drawn)	-5	5	-6	-2	4	-1	-8	1	-2	1
N#Cc1ccccc1OCC(=O)NNC(=O)c1ccncc1	0	2	5	2	-7	3	1	-4	3	-3
Cc1ccc(F)c(NC(=O)C2CCCCC2C(=O)O)c1 (stereo not drawn)	-4	1	4	1	13	10	7	5	-4	-1
COc1cccc(CNC(=O)c2cccnc2Sc2ccc(Cl)cc2)c1	-4	-2	-1	1	1	3	-7	-9	-1	-2
O=S(=O)(N/N=C\c1ccccc1O)c1ccc(Cl)cc1	-6	2	-4	-1	-4	0	10	2	-6	-6
CCOC(=O)C(C)Oc1nc(Oc2ccccc2)nc(N(C)C)n1 (stereo not drawn)	9	2	-1	7	-8	0	2	-6	4	5
O=C(COC(=O)c1ccc(F)c(S(=O)(=O)N2CCOCC2)c1)Nc1ccc(Cl)cn1	-3	-2	-2	2	-8	3	-4	2	-3	2
CN(C)CC(C)(C)CNS(=O)(=O)c1ccc(Cl)cc1	-10	-4	5	0	-14	-3	-2	6	-1	-1
Cc1ccc2[nH]c(=O)c(CN(Cc3cccnc3)Cc3nnnn3CC3CCCO3)cc2c1 (stereo not drawn)	-24	-8	0	-1	7	-13	2	0	-11	-8
CCOc1cccc2c1OC1(C)CC2NC(=O)N1c1cccc(C(=O)NCc2ccccn2)c1 (stereo not drawn)	0	-1	-3	1	17	7	2	-8	1	-5
NNC(=O)c1[nH]c2ccc([N+](=O)[O-])cc2c1-c1ccccc1	9	2	0	-1	-8	3	-7	-2	4	-8
CC(=O)N1CCCN(C2=Nc3ccccc3Sc3ccccc32)CC1	1	-3	14	0	-6	.	.	-3	0	3
CC1Cc2ccccc2N1C(=O)CSc1nnc(-c2ccc(S(=O)(=O)N3CCCC3)cc2)o1 (stereo not drawn)	-3	1	-9	0	-2	-10	4	2	0	0
COCCNC(=O)C1CCC(CNS(=O)(=O)c2cccc3nsnc23)CC1 (stereo not drawn)	-54	2	-2	3	10	-14	-3	0	0	-4
CC(C)(N[C@@H](Cc1ccccc1)C(=O)NCCc1c[nH]c2ccccc12)C(=O)NC1CCCCC1	4	-2	3	3	-1	.	.	0	0	2
CCOc1cccc(NC(=O)C2CC(=O)N(C)C(=Nc3cccc(F)c3)S2)c1 (stereo not drawn)	21*	-4	-2	1	-3	10	-12	-7	6	5
COc1ccc([N+](=O)[O-])cc1N(CC(=O)NCCSc1ccccc1)S(C)(=O)=O	-8	-4	-5	1	2	4	8	3	-1	3
Cc1ccc(S(=O)(=O)N2CCN(C(=O)c3cc(S(=O)(=O)N4CCOCC4)c(Cl)cc3Cl)CC2)cc1	-2	-4	-4	7	-12	11	-6	-3	-7	-8
CCc1ccc(/C=C2/C(=O)N(CC)C(=S)N2C)s1	2	-5	-3	0	-2	-7	-4	3	0	3
Cc1sc(NC(=O)CSc2nnc(-c3ccccc3)o2)c(C#N)c1C	-4	-8	-5	-4	-3	-7	5	-5	-1	-4
O=C(Nc1ccc(N2CCN(C(=O)c3ccc(Cl)cc3)CC2)cc1)c1cccs1	-10	1	-2	9	-11	10	16	-3	-4	-7
COc1cccc(N(C(=O)c2ccco2)C(C(=O)NC2CCCC2)c2cccnc2)c1 (stereo not drawn)	8	-6	1	2	2	2	-5	-9	0	2
Cc1ccc(-c2c(NC(=O)c3ccccc3)nc3ncccn23)cc1	-332	-6	-2	-316	-9	.	.	-3	-94	-402
O=c1/c(=C\c2ccc(O)cc2)sc2n1C(c1ccccc1)C(c1ccccc1)=NN=2 (stereo not drawn)	5	0	-12	-38	-4	-1	6	3	3	-46
Cn1cc(CCCC(=O)NCc2ccc(F)cc2)c2ccccc21	-6	2	1	-1	-1	2	6	3	-5	-3
O=C(NN=C1CCCC1)C(=O)Nc1cccc(C(F)(F)F)c1	-3	2	-5	-1	-7	-12	-1	0	-4	-5
CSc1ccc(C(=O)C2CCCN(C(=O)c3ccsc3)C2)cc1 (stereo not drawn)	6	2	-2	2	-11	5	-10	1	0	2
Cc1ccc(C)c(N(C(=O)CCC(=O)Nc2cc(C)on2)C(C(=O)NC2CCCC2)c2ccco2)c1 (stereo not drawn)	-6	5	3	-2	2	-1	8	8	-5	-1
Nc1cc(-c2ccc(Cl)cc2)nn1S(=O)(=O)c1cccc2nsnc12	1	7	-1	2	9	-3	-12	4	6	5
O=C(Nc1cccc(-c2ccccc2)c1)N1CCN(C(=O)Nc2cccc(-c3ccccc3)c2)CC1	-2	0	4	7	-13	9	-5	-5	-9	-7
Nc1ccn([C@@H]2O[C@H](CNCc3ccc(C#CCCO)cc3)[C@@H](O)[C@H]2O)c(=O)n1	-4	-5	-3	6	7	-4	-11	-7	4	5
COc1ccc(S(=O)(=O)N(C)CC(=O)NCc2ccco2)cc1Cl	0	-3	-7	2	6	-1	8	-6	0	-3
COc1ccc(C(=O)OCC(=O)NCC2CCCO2)cc1[N+](=O)[O-] (stereo not drawn)	3	2	5	4	-4	1	0	8	2	-4
CN(c1ccc(OCC(=O)N2CCCCC2)cc1)S(=O)(=O)c1cccs1	-2	3	0	1	-5	-3	-3	5	-4	0
C(=C\c1ccccc1)/CSc1nnc(-c2ccccc2)n1Cc1ccco1	-1	3	5	0	6	2	5	-4	1	0
O=C(O)C(NC(=O)C1CCCN1C(=O)OCc1ccccc1)c1ccccc1 (stereo not drawn)	-12	1	4	-1	-6	-7	3	-3	-3	-6
Cc1ccc(-c2cc3nc(-c4ccccc4)cc(N4CCOCC4)n3n2)cc1	-29	-7	-4	-69	-2	3	-4	-7	-9	-87
CCC(C)(C)NS(=O)(=O)c1cc(CN2C(=O)c3cccnc3C2=O)ccc1OC	-1	-3	14	1	12	-11	5	-2	2	0
N#CC1=C(N)SC(N)=C(C#N)C1c1c(Cl)cccc1Cl	-39	1	-10	-57	-6	8	4	2	-11	-73
CCOC(=O)C1CN(Cc2ccccc2)C(=O)C1=O (stereo not drawn)	-16	7	-1	-2	8	-2	4	0	-2	-3
Cc1ccccc1OCc1nc2ccccc2c(=O)n1/N=C/c1c[nH]c2ccccc12	4	0	7	-1	-2	-1	7	-3	3	-4
COC(=O)c1cc(OC)c(OC)cc1NC(=O)c1cc(-c2ccccc2)nc2ccccc12	-2	-3	-5	1	-9	3	-4	-2	0	-3
Cc1cccc(C)c1OCc1cc(C(=O)N2CCC(C3CCCCC3)C2)no1 (stereo not drawn)	-12	-3	1	2	2	-3	-1	-8	-6	-10
O=C(Nc1ccccc1C(=O)NCc1cccnc1)c1ccccc1F	-3	-5	-8	2	14	-16	-3	2	-3	-4
COc1ccc(C(=O)N2N=C3CC(C)(C)OCC3C2c2ccccc2)cc1 (stereo not drawn)	-3	9	5	0	-10	-16	2	2	-1	2
COCCN(C(=O)COC(=O)C1CCCCC1)c1c(N)n(Cc2ccccc2)c(=O)[nH]c1=O	-4	4	2	-2	-3	-7	5	0	-4	-1
CC(NC(=O)c1ccccc1Cl)c1nnc(SCC(=O)Nc2ccc(C(=O)O)cc2)n1C (stereo not drawn)	1	-3	-4	2	-1	7	-4	3	-3	3
Cc1ccc(F)c(S(=O)(=O)NC(=O)C2(C)CCN2C(=O)Cc2ccccc2)c1 (stereo not drawn)	-22	6	0	3	15	16	-2	-1	-4	0
CC(C)N1CCN(Cc2ccc(C#CCCO)cc2)CC1CCO (stereo not drawn)	-8	-2	-9	-1	-10	5	-3	-5	-10	2
COc1ccc(OC)c(/C=N/NC(=O)c2cccc3ccccc23)c1	-387	-7	-4	-33	9	4	3	5	-147	-52
CCOc1ccc(CN2CCN(Cc3cc4c(cc3Cl)OCO4)CC2CCO)cc1 (stereo not drawn)	4	4	0	-5	5	6	9	-1	-7	-10
COC(=O)c1ccc(NC(=O)C2C3C=CC(C3)C2C(=O)O)cc1 (stereo not drawn)	-4	0	5	2	-13	0	-13	2	-4	0
Cc1ccc(C(=O)N2CCN(CCNC(=O)C(=O)Nc3ccc(Cl)cc3)CC2)cc1	-4	-1	-3	3	-9	3	20	-3	-1	-3

Record cards, as listed above:
`CCOc1cccc(NC(=O)C2CC(=O)N(C)C(=Nc3cccc(F)c3)S2)c1` (stereo not drawn) is listed with ADAM10 inh: 21*; Tn7 DDE FP: -4; SIAE primary: -2; PLCg1 inh: 1; TDP2 absorb: -3; ASAP1 inh: 10; ARFGAP1 inh: -12; Tn6 DDE FP: -7; ADAM17 inh: 6; PLCb3 inh: 5
`Cc1ccc(-c2cc3nc(-c4ccccc4)cc(N4CCOCC4)n3n2)cc1` is listed with ADAM10 inh: -29; Tn7 DDE FP: -7; SIAE primary: -4; PLCg1 inh: -69; TDP2 absorb: -2; ASAP1 inh: 3; ARFGAP1 inh: -4; Tn6 DDE FP: -7; ADAM17 inh: -9; PLCb3 inh: -87
